Bioassay records: PubChem, National Center for Advancing Translational Sciences (NCATS)
MCF10A rereplic: DNA re-replication induction in MCF 10a cells; actives 2.9% (n = 350,000); Potency, µM (series often up to 46.1 µM), inactives show at the highest dose activity, positive = re-replication, actives largely listed as activators; MCF 10A DNA re-replication, Hoechst nuclear intensity, 48 h; also: potency is read from the fitted curve at half-maximal effect; % of control where 0% means no effect; nearly all actives have a fitted effect of over 50% in size
Nrf2 activator: activators of Nrf2 (ARE) signaling. actives 0.31% (n = 410,000). Potency, µM (doses to about 46.1 µM), without a hit: at the top dose activation, actives largely listed as activators. AID 624171. AREc32 ARE-luciferase reporter (MCF7-derived line), luminescence, 24 h; also: potency is read from the fitted curve at half-maximal effect; % of control where 0% means no effect; nearly all actives have a fitted effect of over 65% in size
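Quantitative high-throughput format: AREc32 reporter cells, 1000 per well, received compound by pin transfer and were incubated 24 hr at 37 deg C, 5% CO2, before Steady-Glo luminescence detection.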
ATXN2 expr inh: reduces ATXN2 reporter expression in HEK-293 cells. HEK-293 ATXN2-luciferase reporter, luminescence, 24 h. Potency, µM (titrated, usually from 57 µM), for the others: at the top dose activity change, negative = inhibition, hits mostly inhibitors. actives 0.72% (n = 360,000); also: potency is read from the fitted curve at half-maximal effect; % is scaled to controls: 0 for no effect and ±100 for the full control effect; nearly all actives have a fitted effect of over 55% in size
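ATXN2-luciferase reporter cells (luciferase flanked by upstream and downstream ATXN2 gene portions) were treated 24 h at 37 °C with compounds at up to 57 uM. SteadyGlo luminescence gave expression; GF-AFC fluorescence gave viability.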
HepG2 tox: kills HepG2 cells in TGF-b inhibitor counter-screen. Potency, µM (top dose mostly 46.1 µM), for the others: top-dose activity change, negative = cytotoxicity, usual class: cytotoxic. AID 588856. HepG2 CAGA-GFP viability, ATP luminescence, 18 h. actives 0.76% (n = 410,000); also: potency is read from the fitted curve at half-maximal effect; some results filed as inactive show a strong effect at the top dose
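HepG2 CAGA-GFP cells (1000/well, DMEM with 1% FBS) received compound, then TGF-beta at 500 pg/mL final, and were incubated 18 hours at 37 degrees C. Viability was read by CellTiter-Glo luminescence. Media-only wells were set as complete cell-killing and DMSO as no toxicity.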
Nrf2 block: blocks Nrf2 signaling; A549 ARE-Fluc reporter, luciferase luminescence, 18-24 h; Potency, µM (titrated, usually from 46 µM), for the others: at the highest dose activity change, negative = inhibition, usual class: inhibitors; actives 2.1% (n = 360,000); also: potency is read from the fitted curve at half-maximal effect; % is scaled to controls: 0 for no effect and ±100 for the full control effect; nearly all actives have a fitted effect of over 60% in size
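Reporter: ARE-Fluc in A549. Exposure: 18-24 h, 37 °C, 5% CO2, 5% FBS OPTI-MEM. Readouts: fluorescent cytotoxicity (CellTiter-Fluor), then luminescent Nrf2 signal after BugLite.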
S2 tox: cell viability loss in ATXN counter-screen. S2 cells (HEK-293 line with an ATXN2-luciferase reporter) viability, CellTiter-Fluor protease fluorescence, 24 h. AID 651635. Potency, µM (doses to about 56.7 µM), usual class: cytotoxic. actives 0.49% (n = 400,000); also: potency is read from the fitted curve at half-maximal effect; nearly all actives have a fitted effect of over 40% in size
A549 viability: A549 cytotoxicity, counter-screen for Nrf2 inhibitors. A549 ARE-Fluc cells, CellTiter-Fluor viability, 18-24 h. Potency, µM (top dose mostly 46 µM), for the others: at the top dose activity change, negative = cytotoxicity, usual class: inhibitors. actives 0.16% (n = 390,000). AID 504648; also: potency is read from the fitted curve at half-maximal effect; % is scaled to controls: 0 for no effect and ±100 for the full control effect
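Cytotoxicity counterscreen: CellTiter-Fluor fluorescence was measured in A549 ARE_Fluc cells after 18-24 h of compound exposure in a concentration series. The subsequent BugLite luminescent read reports ARE-luciferase activity.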
IL-1B inflam inh: inhibitors of inflammasome signaling (IL-1 beta secretion). THP-1 LPS/ATP IL-1B secretion, AlphaLISA, 16 h; active compounds read low. activity change, % at 57.5 µM. actives 4.7% (n = 360,000). AID 743279; in the data active = activity change below about -50%; inconclusive = mostly about -30% to -49%; also: % is scaled to controls: 0 for no effect and ±100 for the full control effect
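THP-1 cells pretreated 1 hr with compounds (up to 57.5 uM final), then stimulated with LPS (250 ng/mL final) plus ATP (1.25 mM final); secreted IL-1B measured by AlphaLISA after 16 hr, decreased signal indicating inhibition.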
TGFb SMAD3 inh: inhibitors of TGF-b signaling; actives 1.2% (n = 410,000); AID 588855; HepG2 CAGA-GFP TGF-b/SMAD3 reporter, GFP fluorescence, 18 h; TGF-beta stimulated, 500 pg/mL final; Potency, µM (doses to about 46.1 µM), for inactives: at the top dose activity, negative = inhibition, usual class: inhibitors; also: potency is read from the fitted curve at half-maximal effect; % is scaled to controls: 0 for no effect and ±100 for the full control effect; nearly all actives have a fitted effect of over 65% in size
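First, reporter cells (HEPG2 CAGA-GFP) rested 2 h at 37 degrees C. Next, compounds were pinned in and TGF-beta added to 500 pg/mL final. After 18 h, GFP was imaged per cell and summed per well.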
Numbers without * were called inactive; i = inactive; ? = inconclusive; nt = no result given; [ ] = dose if it differs, or a comment. Unless noted, calls follow the shape of the dose curve; as a rule, active = well fitted curve in the direction sought with a large enough effect; inconclusive = small, poorly fitted or top-dose-only effect, or another doubt; inactive = no such curve, though single readings can be large; an effect the other way counts as inactive or inconclusive.

cpd	compound	MCF10A rereplic	Nrf2 activator	ATXN2 expr inh	HepG2 tox	Nrf2 block	S2 tox	A549 viability	IL-1B inflam inh	TGFb SMAD3 inh
1	Cc1ccc(C(=O)NCc2cccc(C(F)(F)F)c2)cc1S(=O)(=O)N1CCCCC1	-2%	0.3%	0%	8%	3.7µM*	i	-14%	37	11%
2	CCOC(=O)c1ccc(S(=O)(=O)N2CCN(CC(=O)NC(=O)NC3CCCCC3)CC2)cc1	-1%	-0.2%	3%	-1%	12%	i	7%	-52*	-13%
3	O=C(Nc1cccc(C(=O)NC2CC2)c1)c1ccc(Cl)c(S(=O)(=O)N2CCOCC2)c1	5%	-0.6%	nt	3%	-10%	?	-1%	15	9%
4	CC(C)S(=O)(=O)C1=NSC2=NC(=O)/C(=C\c3ccc(OC(=O)c4ccco4)cc3)C(=N)N21	0%	-0.8%	nt	-4%	9%	i	-2%	4	2%
5	CSc1ccccc1NC(=O)C1CCCO1 (stereo not given)	-1%	0.4%	1%	2%	17%	i	1%	10	-6%
6	COc1ccccc1C(=O)C1CCCN(C(=O)c2cn3cc(Cl)ccc3n2)C1 (stereo not given)	11%	-0.1%	28%	-1%	29%	i	0%	29	1%
7	Cc1onc(-c2ccccc2)c1CNC(=O)C1COc2ccccc2O1 (stereo not given)	-22%	-0.5%	-28%	19%	-18%	i	9%	nt	-11%
8	CSc1nc(N2CCOCC2)nc2ccc(C)cc12	21µM*	4.2%	19%	-6%	18%	nt	-1%	-15	-12%
9	CCN(CC)c1ccc(/C=N/NC(=O)CC(C)C)cc1	0%	1.0%	13%	-17%	?	i	15%	-17	-2%
10	CC(C)(C)c1ccc(C(=O)NCCN2CCCC2)cc1	28%	0.1%	nt	8%	6%	i	5%	9	14%
11	CCOC(=O)c1noc2ncn(CC(=O)Nc3cc(Cl)ccc3OC)c(=O)c12	nt	-0.2%	12%	-4%	nt	i	0%	nt	18%
12	O=c1ccc2cc(S(=O)(=O)N3CCOCC3)ccc2o1	-3%	2.8%	0%	-15%	nt	i	5%	-4	28%
13	O=C(O)c1ccc(S(=O)(=O)N2CCC(c3nc(-c4ccccc4Cl)no3)CC2)cc1	-11%	-0.2%	-10%	3%	nt	i	3%	13	10%
14	Cc1ccccc1NC(=O)N1CCCC(c2nc(-c3ccc(F)cc3)no2)C1 (stereo not given)	3%	3.4%	-6%	-5%	-4%	i	-7%	12	-1%
15	CCCc1nn(C)c2c1C(c1cccnc1)C(C#N)=C(N)O2 (stereo not given)	-1%	-0.6%	-6%	0%	-3%	i	1%	-15	1%
16	COc1ccc(NS(=O)(=O)c2csc(C(=O)Nc3ccccc3)c2)cc1	?	5.0%	-5%	-55%	?	i	-2%	0	?
17	CSc1ccc(CN2CCN(C(=O)c3ccncc3)CC2)cc1	?	-0.6%	-28%	-2%	-19%	i	4%	3	-7%
18	COc1ccc(N(CC(=O)N2CCCCCC2)S(=O)(=O)c2ccccc2)cc1	6%	-0.1%	-9%	2%	16%	i	1%	-11	9%
19	CC(=O)Nc1ccc(NC(=O)COc2ccc(Br)cc2C)cc1	7%	-2.2%	14%	-9%	2%	i	8%	2	-1%
20	CCC(=O)Nc1cc2c(cc1C(=O)c1ccccc1)OCCO2	8%	0.3%	-2%	3%	nt	i	8%	0	0%
21	COc1ccc(C2CCCN2C(=S)Nc2cccc(Cl)c2C)cc1OC (stereo not given)	8%	0.3%	-19%	-37%	-23%	i	-3%	-23	4%
22	COc1ccc(NC(=O)c2oc3ccccc3c2NC(=O)c2cc(=O)c3ccccc3o2)cc1	nt	-0.7%	-5%	-20%	?	i	-12%	nt	6%
23	O=C1CN(C(=O)/C=C/c2ccc(Cl)cc2Cl)CCN1	2%	4.1%	49%[activator]	-5%	14%	i	0%	-13	-6%
24	COc1cc(OC)cc(C2=Cc3ccccc3C(CC(=O)c3ccco3)N2c2ccc(-c3ccc(C(N)=O)cc3)cc2)c1 (stereo not given)	nt	7.6%	-10%	nt	nt	i	nt	-13	nt
25	CC(C)Cc1ccc(C(C)CC2=CCC(CN(C)C)C2=O)cc1 (stereo not given)	6.5µM*	?	?	7.9µM*	8%	nt	2%	0	?
26	CCOC(=O)C1=C(CN2CCc3ccccc32)NC(=O)NC1c1cccc([N+](=O)[O-])c1 (stereo not given)	-4%	4.7%	-15%	-27%	-21%	i	-17%	?	?
27	NC(=S)N/N=C/c1ccc(-c2ccc([N+](=O)[O-])cc2)o1	8%	24%	-16%	-41%	15%	i	-13%	6	?
28	COc1cc2c(cc1NC(=O)c1cc(-c3cccnc3)nc3ccc(C)cc13)oc1ccccc12	?	-0.4%	-25%	-10%	nt	i	14%	?	19%
29	CC(C)(C)c1ccc(-c2nnc(N)s2)cc1	0%	4.5%	64%[activator]	-27%	?	?	-3%	33	9%
30	COc1ccc(-c2nnc3ccc(SC(C)C)nn23)cc1OC	nt	nt	nt	-37%	?	nt	-17%	nt	?
31	COC(=O)c1cccc(C(=O)Nc2ccc(C)cc2)n1	-1%	3.8%	1%	-46%	?	i	-3%	10	0%
32	COc1ccccc1C(=O)NCCC(=O)N1CCN(c2ccc(C(F)(F)F)cn2)CC1	-8%	-0.8%	?	-14%	?	i	4%	-18	-16%
33	CCOC(=O)c1cc(C)n(CC2CCC(C(=O)Nc3cccc(Cl)c3)CC2)c1C (stereo not given)	nt	-0.4%	nt	-44%	nt	nt	-24%	nt	?
34	CC1CCN(C(=O)CSc2nc(C(C)C)nc3c2c(=O)n(C)c(=O)n3C)CC1	3%	0.0%	-23%	5%	1%	i	-12%	-15	1%
35	Cn1nc(SCc2ccccc2)c(=O)[nH]c1=O	nt	-0.1%	nt	-8%	nt	i	nt	3	2%
36	Cn1cc(S(=O)(=O)N2CCCCCC2)cc1C(=O)NCc1ccc(Cl)cc1	nt	3.9%	?	-37%	nt	?	3%	nt	?
37	CCN(CC(=O)Nc1ccccc1C(F)(F)F)C(=O)c1cc(-c2cccs2)nn1-c1ccccc1	-27%	-0.6%	-18%	1%	?	i	0%	8	-1%
38	CCCSc1ncc(Cl)c(C(=O)Nc2nc3ccc(C)cc3s2)n1	nt	13%	nt	0%	-2%	nt	-2%	nt	nt
39	O=C(CN(CC1CCCO1)C(=O)CNS(=O)(=O)c1ccc(Cl)cc1)NCc1ccc(F)cc1 (stereo not given)	-3%	0.1%	-3%	3%	4%	i	-2%	2	-18%
40	COc1ccccc1-c1cnnc(N/N=C/c2ccc(-c3cccc(Br)c3)o2)n1	14%	-0.4%	-1%	-2%	?	i	-22%	-22	-10%
41	CCOC(=O)C1=C(COC(=O)c2cc(S(=O)(=O)N(C)C)ccc2C)NC(=O)NC1C (stereo not given)	1%	3.3%	-14%	-4%	-12%	i	1%	0	-19%
42	CC(C)C[C@H](NC(=O)OC(C)(C)C)c1nnc(SCc2ccccc2)o1	430%[0.0737 µM]	-0.7%	-12%	2%	?	i	-11%	-19	0%
43	COc1cccc(NC(=O)c2nc3ncccn3n2)c1	-1%	0.2%	11%	-33%	-1%	i	0%	-7	-15%
44	O=C(c1ccc(COc2ccc(Cl)cc2Cl)o1)N1CCCC1	9%	6.0%	21%	-49%	0%	i	-3%	-28	-10%
45	COc1ccc(S(=O)(=O)Nc2cc3c4c(c2)CCN4C(=O)CC3)cc1	-4%	6.3%	22%	5%	-29%	i	-2%	30	6%
46	CC(=O)n1cc(/C=N/NC(=O)c2sc(C)nc2C)c2ccccc21	23%	3.8%	11%	-33%	-9%	i	-13%	-3	3%
47	C/C(=N\NS(=O)(=O)c1ccc(C(C)(C)C)cc1)c1ccccc1	?	-0.7%	-3%	-24%	?	i	14%	53	?
48	COc1ccc([C@H]2CC(=O)C=C(c3ccc4ncccc4c3)C2)cc1	142%	3.9%	2%	-16%	-18%	i	3%	9	-16%

3 entries already listed, ordered by the value under IL-1B inflam inh, high to low:
entry	Molecule	Nrf2 activator	IL-1B inflam inh	TGFb SMAD3 inh
27	NC(=S)N/N=C/c1ccc(-c2ccc([N+](=O)[O-])cc2)o1	24%	6	?
4	CC(C)S(=O)(=O)C1=NSC2=NC(=O)/C(=C\c3ccc(OC(=O)c4ccco4)cc3)C(=N)N21	-0.8%	4	2%
16	COc1ccc(NS(=O)(=O)c2csc(C(=O)Nc3ccccc3)c2)cc1	5.0%	0	?

Next structures follow.
cpd	compound	MCF10A rereplic	Nrf2 activator	ATXN2 expr inh	HepG2 tox	Nrf2 block	S2 tox	A549 viability	IL-1B inflam inh	TGFb SMAD3 inh
49	CC1=C(C(=O)OCC2CCCO2)C(c2ccsc2)C2=C(CC(C)(C)CC2=O)N1 (stereo not given)	-1%	-0.5%	nt	13%	-4%	i	-1%	21	0%
50	CCOc1ccc(S(=O)(=O)N2CCC(C(=O)N3CCCCCC3)CC2)cc1C	5%	-0.2%	-18%	-14%	18µM*	i	0%	-52*	-22%
51	O=C(CN1C(=O)C2CCCCC2C1=O)Nc1ccc(S(=O)(=O)Nc2ncccn2)cc1 (stereo not given)	-1%	-0.7%	7%	-17%	7%	i	0%	1	-2%
52	COc1ccc(NC(=O)C(=O)Nc2cccc3cccnc23)cc1OC	-3%	-0.1%[9.22 µM]	29%	-21%	-20%	i	-1%	-9	-5%
53	COc1cccc(NC(=S)N2CCC(NC(=O)c3ccco3)CC2)c1	-1%	0.6%	-11%	-13%	12%	i	7%	15	-9%
54	CC(C)(C)NCc1cc(Cl)ccc1OCc1ccccc1F	19%	0.0%	-21%	-14%	1%	i	-3%	-144*	-2%
55	COc1ccc(S(=O)(=O)N2CCC(C(=O)N[C@H](C(=O)NC3CCCC3)C(C)C)CC2)cc1	1%	-0.9%	-1%	0%	18%	i	1%	-9	7%
56	CC(CCc1ccccc1)NC(=O)C(=O)Nc1ccccc1 (stereo not given)	?	0.5%	37%	-19%	23%	i	5%	-5	0%
